12-LOX inh – blocks human arachidonate 12S-lipoxygenase. purified 12hLO, xylenol orange hydroperoxide absorbance. P18054. AID 1671190. actives 1.1% (n = 580,000). Potency, µM (doses to about 108 µM), for the others: top-dose activity change, negative = inhibition, usual class: inhibitors; active = well fitted inhibition curve with a large enough effect; inconclusive = small, poorly fitted or top-dose-only effect, or another doubt; inactive = no such curve, though single readings can be large or run the other way
Target sequence (P18054 whole entry, looked up): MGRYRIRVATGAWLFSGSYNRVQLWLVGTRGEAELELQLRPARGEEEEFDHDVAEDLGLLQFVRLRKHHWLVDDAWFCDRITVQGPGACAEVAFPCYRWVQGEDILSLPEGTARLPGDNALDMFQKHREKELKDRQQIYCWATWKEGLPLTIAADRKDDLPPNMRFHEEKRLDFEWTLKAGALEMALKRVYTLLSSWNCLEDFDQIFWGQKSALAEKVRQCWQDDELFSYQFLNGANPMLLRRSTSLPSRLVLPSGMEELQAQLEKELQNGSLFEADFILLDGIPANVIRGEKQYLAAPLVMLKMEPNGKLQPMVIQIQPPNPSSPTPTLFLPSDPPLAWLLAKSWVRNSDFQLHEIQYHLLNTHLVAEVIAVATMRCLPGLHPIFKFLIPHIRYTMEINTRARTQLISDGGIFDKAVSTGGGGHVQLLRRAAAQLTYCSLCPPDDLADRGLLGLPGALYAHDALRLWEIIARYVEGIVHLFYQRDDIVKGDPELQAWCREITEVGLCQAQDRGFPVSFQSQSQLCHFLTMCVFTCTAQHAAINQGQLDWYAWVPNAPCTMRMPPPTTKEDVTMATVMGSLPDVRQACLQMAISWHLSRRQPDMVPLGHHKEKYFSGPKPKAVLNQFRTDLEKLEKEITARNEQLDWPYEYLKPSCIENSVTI
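Purified human 12hLO (150 nM final) in 25 mM Hepes, 0.01% Triton X-100, pH 7.0 was preincubated 15 min at room temperature with compound. Then 40 uM arachidonic acid was added, 30 min. Hydroperoxide was read by Fe-XO absorbance ratio 573/405 nm.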
Starred values were filed as active, the others as inactive; ? = inconclusive; [ ] = another dose, or the depositor's remark. % is set by controls: 0 for no effect and ±100 for the full control effect; potency is the fitted concentration of half-maximal effect.

#	canonical_smiles	12-LOX inh
1	CC(C)n1cc(CN2CC[C@@H](c3ccc4ccccc4c3)[C@H](O)C2)cn1	75%[activator]
2	CN1C(=O)C(n2ccc3ccccc32)c2cccc(F)c21 (centres undefined)	-25%
3	COCCCN1C(=O)CC[C@H]2CN(C(=O)c3cn(C)c(=O)[nH]c3=O)CC[C@H]21	15%
4	COc1cccc(N2C(=O)NC(=NC3CCCCC3)C23CCN(Cc2ccccc2)CC3)c1	-5%[6.33 µM]
5	CN(C)C[C@@H]1CN(c2ncccn2)C[C@H]1NC(=O)Cc1cccc(F)c1	15%
6	O=C1CC(c2noc(-c3ccccc3F)n2)CN1c1ccc(Cl)cc1 (centres undefined)	?
7	COC(=O)c1ccc2nc(C[C@@H]3C[C@@H](C(C)C)[C@H](CNC(=O)CC4(CC(=O)O)CCCC4)C=C3C)[nH]c2c1	67%[activator]
8	CCCc1ccc2c(C)cccc2n1	-6%
9	Cc1ccc(C)c(NC(=O)C2CCN(C(=O)c3ncn4c3COC(c3ccc(F)cc3)C4)CC2)c1 (centres undefined)	27%
10	COc1ccccc1CN(C(=O)c1cccc(-c2noc(C)n2)c1)C1CC1	41%[activator]
11	COC1CCCOC12CCN(C(=O)c1ccc3n[nH]nc3c1)CC2 (centres undefined)	37%[activator]
12	C=CCOC(=O)C1=C(C)N=C2SC=C(CC(=O)NC3CC3)N2C1c1cccc(C)c1 (centres undefined)	6%
13	O=C1NCc2ccccc2CC12CCCN2Cc1cccc(OC(F)(F)F)c1 (centres undefined)	?
14	CC(C)C[C@H]1COc2cc(N3CCCC3)ccc2S(=O)(=O)N1	-11%
15	CC1=C[C@@H](CNC(=O)COCC(=O)O)[C@H](C(C)C)C[C@H]1Cc1nc2ccccc2[nH]1	-4%[176 µM]
16	NCc1ccc(Oc2ncnc3ccccc23)cc1	5%[12.5 µM]
17	CCN(CC)Cc1nc(C2(O)CCN(C(=O)Nc3cccc(F)c3)CC2)cs1	28%[176 µM]
18	COC1CCOC2(CCN(C(=O)Cn3c(=O)oc4ccccc43)CC2)C1 (centres undefined)	21%
19	COC(=O)CNC(=O)c1cc(-c2ccccc2OC)c2cccn2n1	-5%[6.33 µM]
20	Cc1ccccc1-n1nc(CC(N)=O)nc1-c1ccc(Cn2cnnn2)cc1	-10%
21	O=C(NCc1nnc2cc(-c3nc(C4CC4)no3)ccn12)c1ccccc1F	35%[activator]
22	O=C(c1ccoc1)N1CCC(O)(c2ccccc2)[C@H](N2CCCC2)C1 (some centres undefined)	204%[activator]
23	COCCCNC(=O)CCC[C@@H]1[C@H]2CCCN3CCC[C@@H](CN1C(=O)c1cccnc1)[C@@H]23	30%[activator]
24	CNC(=O)N1CCC(C2CCN(Cc3ccncc3)C2)CC1 (centres undefined)	?
25	O=C1Nc2ccccc2CN(CC2CC2)C12CCNCC2	?
26	Cc1nc(CNC(=O)c2ccc3c(c2)CN(CCCn2ccnc2)C3=O)no1	12%
27	CC(C)(O)CCc1ccc(C(=O)N2CCN(c3ccncc3)CC2)cc1	4%
28	CC(Cn1cncn1)Nc1ccc(-c2nc(Cc3ccc(F)cc3)no2)cn1 (centres undefined)	69%[activator]
29	COc1ccccc1N1CCN([C@@H]2[C@H](O)[C@H](CO)O[C@@H]2CNC(=O)NC(C)C)CC1	?
30	Cc1cnc(C(=O)N2CCOCC(CO)C2)cn1 (centres undefined)	50µM*
31	O=C(c1cn[nH]c1-c1ccc(F)cc1)N1CCCC(Cc2noc(-c3ccccc3)n2)C1 (centres undefined)	61%[activator]
32	C[C@]1(CO)[C@H]2Cc3sc(NC(=O)c4ccco4)nc3[C@@H](CC(=O)NC3CCCC3)[C@]2(C)CC[C@H]1O	11%
33	COCc1ccc2c(c1)c(OC(C)(C)C(=O)Nc1cccnc1)nn2Cc1cccnc1	14%[176 µM]
34	CN1CCC2(C1)CN(CC1CC1)c1ccc(C(=O)NCc3cccs3)cc12 (centres undefined)	91%[activator][176 µM]
35	COc1ccc(NC(=O)C(C)(C)Oc2nn(C(C)C)c3ccc(CN4CCOCC4)cc23)cc1	-1%
36	Cn1nc(C(=O)NC2CCN(c3cc(-c4cccs4)[nH]n3)C2)c2ccccc21 (centres undefined)	29%
37	N#Cc1ccc(C(=O)N2C[C@@H]3C[C@H](C2)c2c(/C=C/c4ccc(Cl)cc4)ccc(=O)n2C3)cc1	-7%
38	COc1ccc(C(C)NC(=O)c2ccc(Cn3ccn4nc5c(c4c3=O)CCCC5)cc2)cc1 (centres undefined)	?
39	Cn1ccc(C(=O)NCC2CCC3(CCN(Cc4ccc(F)cc4F)CC3)O2)n1 (centres undefined)	1%
40	CC(C)c1ccc(N2CC(C(=O)NCc3nc(C(C)C)no3)CC2=O)cc1 (centres undefined)	39%[activator]
41	COc1ccc(CC(=O)N(C)C2CCc3ccccc3C2)cc1 (centres undefined)	-5%[176 µM]
42	CN1C(=O)CS(=O)(=O)C12CCN(C(=O)c1ccc(Cl)cc1)CC2	36%
43	CN1CCN(CCCNC(=O)c2c(OCC3CC3)cc(=O)n3c2CCOCC3)CC1	29%
44	COc1ccccc1-c1onc(C)c1C(=O)NCc1cccc(C)c1	21%
45	COc1ccc(CCC(=O)N2CCCCCNC(=O)[C@@H]3CCC[C@@H]32)cc1	42%
46	O=C(NC1C[C@H]2CC[C@@H](C1)N2C(=O)c1ccc2c(c1)OCO2)c1ccncc1 (some centres undefined)	28%
47	COc1cc2c(cc1-c1c(-c3ccccc3)ncn1CCCO)CCC2	15%
48	CN1CCN(c2ccc(-c3cc4c(ccn4C)c(C(=O)NCC4CCC(=O)N4)n3)cc2)CC1 (centres undefined)	-1%

A few values from above:
cpd 47 – 12-LOX inh: 15%
cpd 46 – 12-LOX inh: 28%

The results go on.
#	canonical_smiles	12-LOX inh
49	O=[S+]([O-])(c1cccc(C(F)(F)F)c1)N1CC(Oc2ccc(F)c(F)c2)C1	3%[6.33 µM]
50	COc1ccc(OC)c(CN2C(=O)c3ccnn3CC2(C)c2nnnn2C2CCCC2)c1 (centres undefined)	0%
51	Cc1nnc2n1C(C)CN(C(=O)CCCn1nnc(-c3ccc(F)cc3)n1)C2 (centres undefined)	52%[activator]
52	O=C(O)c1cccc(C2CCCN(C(=O)c3ccc4c(c3)ncn4CCO)C2)c1 (centres undefined)	19%
53	CC1CCC2(CC1)NC(=O)N(CC(=O)Nc1ccc(F)cc1F)C2=O (centres undefined)	10%
54	O=C(c1ccc(Cl)cc1)N1CC2(CCCN2Cc2ccccn2)Cc2ccccc21 (centres undefined)	-9%[6.33 µM]
55	CCOCC(=O)N1CCC2(CC1)CC(c1ccccc1)C(=O)N2C (centres undefined)	?
56	CCn1nc(-c2ccc3c(c2)OCCO3)nc1N(C)C	-23%

The final five records of the part above open the next one.
#	canonical_smiles	12-LOX inh
52	O=C(O)c1cccc(C2CCCN(C(=O)c3ccc4c(c3)ncn4CCO)C2)c1 (centres undefined)	19%
53	CC1CCC2(CC1)NC(=O)N(CC(=O)Nc1ccc(F)cc1F)C2=O (centres undefined)	10%
54	O=C(c1ccc(Cl)cc1)N1CC2(CCCN2Cc2ccccn2)Cc2ccccc21 (centres undefined)	-9%[6.33 µM]
55	CCOCC(=O)N1CCC2(CC1)CC(c1ccccc1)C(=O)N2C (centres undefined)	?
56	CCn1nc(-c2ccc3c(c2)OCCO3)nc1N(C)C	-23%
57	CC(C)N(CCO)Cc1nc(N2CCOCC2)c2cc(Cl)ccc2n1	?
58	COc1cccc(CN2CCOc3ccc(C(=O)NCc4ccc(C)cc4)cc3C2)c1	13%
59	COc1ccc(CN2CC3(CCN(C(=O)Nc4cccc(Cl)c4)CC3)C2=O)cc1	-5%
60	O=C1CC(c2ccccc2)N(C(=O)CNC(=O)c2ccc3ccccc3n2)CCCCCCN1 (centres undefined)	56%[activator]
61	COc1ccc(-c2cn(CCn3[nH]c(=O)c4ccccc4c3=O)nn2)cn1	21%
62	COc1ccc(C2(C(=O)N3CCc4nn(C)c(=O)n4CC3)CC2)cc1	9%
63	Cc1nc(N2CCN(C(=O)c3ccc(C(C)(C)C)cc3)CC2)cc(C(F)(F)F)n1	33%[activator]
64	COc1cccc(-c2cccc3c4c([nH]c23)[C@@H]2C[C@H]3[C@@H](C(=O)N2CC4)[C@H](C)ON3C)c1	-18%
65	COc1ccccc1CN1CC[C@@H](CO)N(C)c2ncccc2C1	216%[activator][176 µM]
66	c1ccc(CCc2noc(CN3CCCCC3CCn3cccn3)n2)cc1 (centres undefined)	10%
67	O=C(c1cc(C2CC2)nc2onc(C3CCCNC3)c12)N1CCOCC1 (centres undefined)	-1%[6.33 µM]
68	COC(=O)c1c(S(=O)(=O)N2CCCCCCC2)sc2c1CCN(C(=O)C1CC=CCC1)C2 (centres undefined)	20%
69	CCNC(=O)N1CCC[C@@H](O)[C@H](NC(=O)c2ccc(OCc3c(C)noc3C)cc2)C1	-5%[176 µM]
70	O=C(C1CCCCC1)N1CCC(C2CCN(Cc3cccc(F)c3F)CC2)C1 (centres undefined)	28%
71	Cc1cn2nc(C(=O)N3CCC(C(=O)NCCc4ccccc4)CC3)cc2c(=O)[nH]1	1%
72	O=C1C(OCC2CC2)C2(CCCCC2)N1C1CCN(Cc2ccncc2F)CC1 (centres undefined)	-4%
73	COc1ccc(-c2[nH]nc3ncc(-c4ccccc4F)nc23)c(C)c1	?
74	CCN1CCC(O)(c2csc(CN(CC)CC)n2)CC1	-2%[176 µM]
75	CNc1nccc(N2CCC(CC(=O)NCc3ccncc3)CC2)n1	-9%
76	CC(C)(C)c1coc([C@@H]2COCCN2C2CCCCC2)n1	36%[activator][176 µM]
77	OC1CC(c2cc(N3CCC(c4nnc5ccccn45)CC3)ncn2)C1 (centres undefined)	25%
78	O=C(CNC(=O)c1cnccn1)NC1CCCc2c1[nH]c1ccc(F)cc21 (centres undefined)	12%
79	CCC1Oc2ccc(NC(=O)Cc3ccccc3)cc2CN(Cc2ccc(OC)cc2)C1=O (centres undefined)	?
80	CC(C)C(=O)N1CCC2(CC1)CN(c1ccccc1)C2=O	-2%
81	O=C(NCC1CC1)c1ccc(N2CC3CC(C2)[C@H]2CCCC(=O)N2C3)nc1 (some centres undefined)	39%[activator]
82	Cc1noc(C)c1-c1cc2cc(CN(C)C)oc2c(NCC(C)C)n1	?
83	Cn1cccc1CN1CCC2(CN[S+](=O)([O-])c3ccccc3N2)C1 (centres undefined)	15%[176 µM]
84	Cc1ccc(C2NC(=O)N(CC(=O)Nc3ccc(F)cc3)C3=C2C(=O)OC3)cc1 (centres undefined)	?
85	O=C(c1cnn(-c2nccc(-c3ccccc3F)n2)c1C1CC1)N1CCN(CCO)CC1	-16%
86	CCOc1ccc2nc(N3CCCN(CCCn4cccn4)CC3)nc(C)c2c1	1%
87	CCOCC1(C)COc2ccc(C(=O)Nc3ccc(Cl)cc3)cc2N1 (centres undefined)	-3%[176 µM]
88	CCCCCC(=O)OCC	1%[176 µM]

The closing three entries of the section before lead into the next:
#	canonical_smiles	12-LOX inh
86	CCOc1ccc2nc(N3CCCN(CCCn4cccn4)CC3)nc(C)c2c1	1%
87	CCOCC1(C)COc2ccc(C(=O)Nc3ccc(Cl)cc3)cc2N1 (centres undefined)	-3%[176 µM]
88	CCCCCC(=O)OCC	1%[176 µM]
89	Cc1ccc(CN(C)C(=O)CC(c2ccccc2)c2ccc3c(c2)OCO3)o1 (centres undefined)	?
90	CC(C)c1nc(CCN(C)C(=O)c2cn(CCC3CCCCN3)nn2)no1 (centres undefined)	40%[activator]
91	COc1ccc(-c2cc(-c3cccc(C(N)=O)c3)cn3cncc23)cc1	?
92	Cc1ccc(CCN2CCCCC23Cc2ccccc2CN(C(=O)CCCC(=O)O)C3)cc1 (centres undefined)	0%[6.33 µM]
93	CC(C)c1noc(-c2cccn3c(CNC(=O)Cc4c[nH]c5ccccc45)nnc23)n1	-5%
94	CCC(C)C(=O)N1CCc2[nH]nc(C(=O)NCCCc3ccccc3)c2C1 (centres undefined)	22%
95	COc1ncccc1-c1ccc2onc(C)c2n1	24%[176 µM]
96	Cc1noc(-c2cn(C3CCN(C(=O)c4ccc5[nH]ccc5c4)CC3)nn2)n1	-9%
97	O=C(O)CCC(=O)N1CCCC2(Cc3ccccc3N(C(=O)c3ccc(Cl)cc3)C2)C1 (centres undefined)	1%[6.33 µM]
98	COCc1nc2nc(-c3ccccc3)c(-c3cccnc3)cc2n1C	20%[176 µM]
99	COc1ccc(CC2(CO)CCNCC2)cc1	11%
100	O=C(Cn1ccn2nc(-c3ccccc3)c(CO)c2c1=O)Nc1cccc(F)c1	-10%
101	Cn1nccc1CN1CCC2(COc3ccccc3C(=O)N2)C1 (centres undefined)	128%[activator][176 µM]
102	Cc1ccc(CNC(=O)N(C)C2CCc3nn(CC4CC4)c(=O)n3CC2)cc1 (centres undefined)	23%
103	COc1ccc(CN2Cc3[nH]cnc3C[C@H]2C(=O)NCc2ccc(C#N)cc2)c2ccccc12	34%[activator]
104	COc1ncccc1C(=O)N1CCC(CCC(=O)N2CCC(Cc3ccccc3)CC2)CC1	41%[activator]
105	O=C(CC1=C2CCCCC2NC1=O)NC1CCCCC1 (centres undefined)	17%

Screens: PubChem, National Center for Advancing Translational Sciences (NCATS)

The list is partial (hit frequency here may not be typical).
